ABCG2 block: human ABCG2 inhibition, ABCB1 as counter-screen | inhibition, % at 6.6 µM | hit rate 0.1% among 190,000 | AID 1325 | Q9UNQ0 | IgMXP3 cells, JC-1 efflux, flow cytometry;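 active means inhibition above 80%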;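 further: 0% = DMSO and 100% = nicardipine control wells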
Target sequence (Q9UNQ0 whole entry, looked up): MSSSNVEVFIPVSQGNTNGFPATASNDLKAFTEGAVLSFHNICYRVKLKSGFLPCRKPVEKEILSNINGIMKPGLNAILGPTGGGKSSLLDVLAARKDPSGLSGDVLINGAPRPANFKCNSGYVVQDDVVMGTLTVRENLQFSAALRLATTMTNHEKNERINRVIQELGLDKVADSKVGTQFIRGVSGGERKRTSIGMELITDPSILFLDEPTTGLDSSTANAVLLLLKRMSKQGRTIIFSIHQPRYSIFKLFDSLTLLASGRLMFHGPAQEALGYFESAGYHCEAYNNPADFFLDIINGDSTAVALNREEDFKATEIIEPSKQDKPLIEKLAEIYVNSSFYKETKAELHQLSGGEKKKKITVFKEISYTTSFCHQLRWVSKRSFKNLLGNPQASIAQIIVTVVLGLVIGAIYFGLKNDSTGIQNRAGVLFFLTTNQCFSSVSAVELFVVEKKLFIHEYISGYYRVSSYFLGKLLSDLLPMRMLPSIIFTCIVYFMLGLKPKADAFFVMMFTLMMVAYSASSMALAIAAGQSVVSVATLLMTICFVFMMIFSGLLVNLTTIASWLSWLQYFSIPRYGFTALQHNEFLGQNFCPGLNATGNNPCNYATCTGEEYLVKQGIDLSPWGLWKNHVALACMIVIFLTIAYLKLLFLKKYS
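Assay system – ABCG2 IgMXP3 and barcoded ABCB1 CCRF-Adr cell mix · Input – 3 million cells/mL in well · Reagent – JC-1 fluorescent substrate · Compound – single test compound dose, 6.6 µM final · Timing – 10 min exposure at 25 °C with rotation, no wash · Detection – flow cytometry of retained JC-1 fluorescence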
Bcl-2 Bim block: inhibitors of Bim-Bcl-2 interaction, human; inhibition, % at 10 µM; Bead-based flow cytometry, Bim peptide-Bcl-2 binding; hit rate 0.06% among 190,000; P10415; AID 950; in the data active means inhibition above about 40%; inconclusive means no clear call, values can overlap the other calls;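 further: 0% = no compound wells with probe peptide and 100% = reference peptide inhibitor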
Bim-Bcl-XL: inhibitors of Bim-Bcl-XL interaction, human; AID 1007; Bim peptide-Bcl-XL binding, bead flow cytometry, fluorescence; Q07817; hit rate 0.04% among 190,000; inhibition, % at 10 µM
Target sequence (Q07817 whole entry, looked up): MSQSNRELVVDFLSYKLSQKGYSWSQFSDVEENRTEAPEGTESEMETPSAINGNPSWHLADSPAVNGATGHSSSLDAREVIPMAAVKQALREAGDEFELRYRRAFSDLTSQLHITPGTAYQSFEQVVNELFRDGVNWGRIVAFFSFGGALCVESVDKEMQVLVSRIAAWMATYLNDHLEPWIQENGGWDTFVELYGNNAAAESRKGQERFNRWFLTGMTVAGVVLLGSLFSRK
Bim-Bfl-1: human Bim-Bfl-1 interaction inhibition; AID 1008; inhibition, % at 10 µM; hit rate 0.12% among 190,000; Q16548; Bead-based flow cytometry, Bim-Bfl-1 binding inhibition;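 further: 0% = wells without compound plus tracer and 100% = blocker peptide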
GSH bead fluor: GSH bead compound fluorescence profile | GSH beads flow cytometry, compound fluorescence 488/530 nm; hits give high values | fluorescence (KMESF) at 10 µM | hit rate 0.25% among 190,000 | AID 1776; in the data active means fluorescence above about 89;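 further: glutathione beads carrying GST-tagged Bcl family fusion proteins plus one bare bead set; values are compound well signal with DMSO vehicle wells as background; inactives centre near 16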
ABCB1 block: blocks JC-1 efflux by human ABCB1 transporter; P08183; CCRF-Adr cells, flow cytometry; inhibition, % at 6.6 µM; hit rate 0.067% among 190,000; in the data active means inhibition above about 40%;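 further: 0% = vehicle and 100% = reference inhibitor; higher value means more JC-1 retained so stronger ABCB1 efflux block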
Bim-Bcl-W: human Bim-Bcl-W interaction inhibition; Q92843; bead-based flow cytometry, Bim peptide-Bcl-W binding; inhibition, % at 10 µM; hit rate 0.02% among 190,000; AID 952;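 further: 0% = bound tracer without compound and 100% = peptide blocker; higher means less fluorescent Bim peptide bound to Bcl-W beads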
RGS7-Gao reg: human RGS7-Galphao interaction regulation. P09471. Multiplexed bead flow cytometry, RGS7-Galphao binding; actives lie on both sides. binding response (% of control), % at 10 µM. hit rate 0.35% among 220,000. AID 1439; in the data active means binding response below about 49% or above about 150%; inconclusive means no clear call, values can overlap the other calls; inactive means in between;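 further: fluorescent Galphao held in activated GDP-AlF4 state binding bead-coupled RGS7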
Bim-Bcl-B: disrupts Bim peptide binding to human Bcl-B; hit rate 0.073% among 190,000; Q9HD36; inhibition, % at 10 µM; bead-based flow cytometry;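 further: 0% = tracer peptide without compound and 100% = reference inhibitor peptide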
Avidin fluor: compound fluoresces at 488/530 nm on avidin beads; compound fluorescence 488/530 nm, flow cytometry; hits give high values; fluorescence (KMESF) at 10 µM; hit rate 0.38% among 220,000; AID 1775; in the data active means fluorescence above about 47; further: inactives centre near 10
RGS4-Gao reg: human RGS4-Galphao interaction regulation; hit rate 0.33% among 220,000; P09471; AID 1415; binding response (% of control), % at 10 µM; Multiplexed bead flow cytometry, RGS4-Galphao binding; actives lie on both sides; in the data active means binding response below about 49% or above about 150%; inactive means in between;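 further: fluorescent Galphao activated with aluminum fluoride binding bead-coupled RGS4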
The depositor's hits bear a star; ? = inconclusive; . = not tested or not shown; & = joins results of further samples. Unless noted, no stated cut-off is given here; in the data, active means inhibition above about 40%.

cpd	Molecule	ABCG2 block	Bcl-2 Bim block	Bim-Bcl-XL	Bim-Bfl-1	GSH bead fluor	ABCB1 block	Bim-Bcl-W	RGS7-Gao reg	Bim-Bcl-B	Avidin fluor	RGS4-Gao reg
1	O=[N+]([O-])c1cc2c(cc1/C=N/n1cnnc1)OCO2	2	-1	-3	-2	10	0.5	-1	89	-3	2	87
2	CC(=O)c1cccc(NC(=S)NC(=O)C(C)C)c1	3	0	-1	-1	11	-0.4	-1	100	0	9	102
3	Cn1c(=O)[nH]c(=O)c2c1nc(N(CCO)Cc1ccccc1)n2CCCc1ccccc1	16	-10	-10	-11	15	2.3	-11	102	-13	24	100
4	COc1ccc2nc(SCC(=O)NC(C)C)[nH]c2c1	3	-3	-3	-7	14	0.4	-1	100	-8	10	104
5	C=CCC(C(=O)OC)(C(=O)OC)c1ccc([N+](=O)[O-])cn1	3	-4	0	0	16	0.4	-1	94	0	29	95
6	COc1ccc(NC(=O)Cn2c(C(C)C)nc(C)cc2=O)cc1Cl	11	-4	0	-7	20	0.8	0	95	-3	6	96
7	CN1/C(=C/C=C(/C#N)C(N)=O)C(C)(C)c2ccccc21	11	-3	-12	-12	61	1.5	5	114	-2	31	102
8	Cc1ccnc(NS(=O)(=O)c2cc([N+](=O)[O-])ccc2C)c1	0	0	0	-1	11	0.6	0	109	-2	16	117
9	CCOC(=O)N1CCC(n2c(SCC(=O)c3ccccc3)nc3ccsc3c2=O)CC1	5	-3	-3	0	14	1.0	-4	98	-1	35	100
10	CCN(CC)S(=O)(=O)c1ccc(Cl)c(C(=O)NC)c1	-1	-5	-6	-12	26	0.2	-10	99	-4	32	102
11	CCOCC(=O)Nc1cc(C(=O)NCCc2ccccc2)ccc1Cl	7	-1	0	-5	25	0.7	0	102	0	11	101
12	Cc1cccc(C(=O)O/N=C(/c2ccccc2)c2ccncc2)c1	-2	-2	-1	-5	8	-0.8	0	102	-1	9	103
13	Cc1ccc(C(=O)NCCN2CCCC2)cc1	2	4	3	0	38	0.6	4	100	13	8	103
14	Cc1c(Br)c([N+](=O)[O-])nn1C(C)C(=O)Nc1ccc2c(c1)OCO2 (stereo not given)	3	1	-2	-4	65	0.6	3	86	0	13	90
15	O=C(Cc1ccccc1)c1c[nH]c(C(=O)NCCCN2CCOCC2)c1	3	0	0	2	12	0.9	-1	?	0	13	102
16	COC(=O)[C@@]1(Cc2ccc(F)cc2)[C@@H]2[C@@H](CC(=O)[C@H]2CC(=O)C(=O)N(C)C)CN1C(=O)c1ccccc1	4	-2	-2	-2	17	0.7	0	102	-3	9	102
17	C/C(N)=C(/C#N)C(=O)COC(=O)c1ccccc1Oc1ccccc1	13	-2	3	-3	10	1.0	2	99	-4	7	104
18	COc1ccc(-n2c(SCC(=O)N3CCCC3)nc3ccccc3c2=O)cc1	-2	-4	-4	-5	15	-0.8	0	103	0	11	109
19	O=c1c([N+](=O)[O-])c(N2CCCCC2)c2ccccc2n1-c1ccccc1	4	0	-5	-2	35	0.7	4	97	3	11	100
20	COC(=O)Nc1nc(-c2ccccc2)c(C(=O)c2ccc(Cl)cc2)s1	5	0	1	1	24	0.7	0	97	1	11	102
21	CN(C)CC(O)CN1C(=O)NC(C)(C)C1=O (stereo not given)	1	-9	-7	-8	15	0.4	-6	108	-8	18	101
22	Cc1cc2ncn(/N=C/c3ccc(-c4ccccc4)o3)c2cc1C	0	0	1	0	11	0.3	0	104	0	35	104
23	CCC(C)c1ccc(NC(=S)NN2CCOCC2)cc1 (stereo not given)	-1	-11	-15	-17	19	-0.3	-13	102	-28	13	103
24	Cc1ccc(Cl)cc1N1CCN(C(=O)c2ccc(CN3CCOCC3)cc2)CC1	21	-11	-5	-14	12	1.2	0	109	-6	6	109
25	COc1ccc(CCn2c(C)cc(C(=O)CSc3nc(N)cc(=O)[nH]3)c2C)cc1	2	0	-1	1	14	0.0	0	94	-3	33	94
26	CSc1ccccc1C(=O)NCc1ccc2c(c1)OCO2	-2	-3	-6	-6	23	-0.3	-1	98	-4	5	102
27	CC1Cc2ccccc2N1C(=O)CSc1nnc(Cn2nnc3ccccc32)n1C (stereo not given)	1	-11	-4	-17	30	-0.1	0	102	-10	13	100
28	O=C(c1cnc2n(c1=O)CCS2)N1CCc2ccccc21	3	-7	-12	-8	14	0.7	-6	104	-10	25	101
29	Cc1ccccc1CN1CCN(CC(=O)NCc2ccccc2)C1=O	3	-10	5	-13	24	0.9	0	92	-7	10	99
30	CCOC(=O)n1c(=O)n(Cc2ccc(Cl)c(Cl)c2)c2ccccc21	2	-2	1	-9	51	0.9	-1	105	-4	10	101

Rewritten with values under each structure: entries from further up.
Under each structure: ABCG2 block | Bcl-2 Bim block | Bim-Bcl-XL | Bim-Bfl-1 | GSH bead fluor | ABCB1 block | Bim-Bcl-W | RGS7-Gao reg | Bim-Bcl-B | Avidin fluor | RGS4-Gao reg
#29 Cc1ccccc1CN1CCN(CC(=O)NCc2ccccc2)C1=O
  3 | -10 | 5 | -13 | 24 | 0.9 | 0 | 92 | -7 | 10 | 99
#30 CCOC(=O)n1c(=O)n(Cc2ccc(Cl)c(Cl)c2)c2ccccc21
  2 | -2 | 1 | -9 | 51 | 0.9 | -1 | 105 | -4 | 10 | 101

Next section
cpd	Molecule	ABCG2 block	Bcl-2 Bim block	Bim-Bcl-XL	Bim-Bfl-1	GSH bead fluor	ABCB1 block	Bim-Bcl-W	RGS7-Gao reg	Bim-Bcl-B	Avidin fluor	RGS4-Gao reg
31	COc1ccnc(N=CNOCc2ccc(C)cc2)c1C#N	3	-7	-4	-12	47	0.6	3	99	-5	4	98
32	COc1ccc2c(c1)C(C1C(=O)CCCC1=O)c1ccccc1O2 (stereo not given)	2	-3	-1	-3	28	0.3	-2	96	-4	6	90
33	CCn1c(CSc2nc3ccccc3s2)nnc1SCC(=O)c1ccc2c(c1)OCCO2	4&1	-5&-5	-2&-2	-4&-2	58&17	1.4&0.5	-1&-3	111&100	-2&-9	23&21	105&98
34	O=C(c1ccc(COc2ccccc2Br)cc1)N1CCCCCC1	20	-5	-2	-3	15	2.9	-3	101	2	9	98
35	COc1cc(C(=O)NC2=C(C#N)CCC2)cc(OC)c1OC	8	0	-2	-4	19	0.2	0	?	-2	11	100
36	Cc1ccc(-c2nnc(CSc3nnc(C)s3)o2)cc1	14	0	-2	0	31	0.7	-4	98	-1	10	98
37	O=C(O)CCCNc1cc(N2CCC3(CC2)OCCO3)c2noc3c2c1C(=O)c1ccccc1-3	-8	23	26	42*	10	-0.4	37	81	5	5	82
38	CCN(CC)CCCN1C(=O)c2oc3ccccc3c(=O)c2C1c1cc(OC)ccc1OC (stereo not given)	0	-7	-1	-12	4	0.1	2	100	-3	8	98
39	O=C(CSc1nc(O)c(C(c2ccccc2)c2ccccc2)c(=O)[nH]1)N1CCOCC1	1	3	5	-3	23	0.4	4	102	2	9	104
40	FC(F)(F)c1cnc(Sc2ncn[nH]2)c(Cl)c1	10	-2	2	-3	13	2.5	0	?	0	11	99
41	O=C(NCc1ccc2c(c1)OCO2)NC12CC3CC(CC(C3)C1)C2	2	0	-3	-8	15	0.2	-3	137	-9	21	136
42	CC1CCc2c(sc(/N=C/N(C)C)c2C#N)C1 (stereo not given)	9	1	4	0	24	0.6	4	98	2	13	101
43	CCOC(=O)Cc1csc(N/N=C/c2ccc(C(F)(F)F)cc2)n1	0	-1	0	-3	13	-0.2	-1	103	-1	44	104
44	O=C1CC(c2cccc([N+](=O)[O-])c2)c2ccc3ccccc3c2N1 (stereo not given)	4	-1	1	0	34	1.9	-2	102	-1	10	101
45	COc1ccc(NC(=O)CSc2nc3ccccc3cc2Cc2ccccc2)cc1	2	-7	-25	-12	55	0.6	5	102	-6	9	98
46	CCCC(=O)Nc1ccc(NC(=O)c2cccc(OC)c2)nc1	3	0	-2	-5	72	0.1	0	93	-1	13	92
47	O=C(c1cccc(C(=O)N2CCN(c3ccc(F)cc3)CC2)c1)N1CCN(c2ccc(F)cc2)CC1	5	?	.	.	13	3.7	.	98	.	12	90
48	CN(C)CC(C)(C)CNS(=O)(=O)c1cccc(Cl)c1Cl	1	-4	0	-4	10	0.2	0	101	-5	11	97
49	CCNC(=S)N(CCc1ccc(S(N)(=O)=O)cc1)C1CC(=O)N(c2ccccc2)C1=O (stereo not given)	-1	-1	0	-3	27	-0.4	0	101	-5	13	103
50	COC(=O)C1=C(Cn2cnc3ccccc32)NC(=O)NC1c1cc(C)ccc1C (stereo not given)	14	-11	-11	-9	46	2.7	1	109	-6	21	105
51	CC(C)(C)S(=O)(=O)/C(C#N)=N/Nc1ccc(Cl)cc1	20	-2	-1	-4	16	1.5	-1	97	0	9	100
52	CN1C(=S)SC(C)(C)C1(C)NO (stereo not given)	2	0	2	0	23	0.3	0	99	0	15	100
53	O=C(CNc1ccccc1OC(F)F)N1CCc2ccccc21	6	-4	1	-2	16	0.4	2	103	0	9	104
54	O=C(Nn1c(Cc2cccs2)nc2ccccc2c1=O)c1cccs1	3	1	0	2	7	0.9	0	92	0	4	87
55	CCOC(=O)C1C(=O)NC(c2ccccc2)=NC1c1ccc(C(C)C)cc1 (stereo not given)	0	-4	-2	-3	12	0.0	-2	102	-2	39	101
56	Cc1oc(-c2cccs2)nc1CN1CC[C@@](O)(c2ccccc2)[C@H]2CCCC[C@@H]21	5	-4	-3	-6	15	0.9	0	100	-10	2	99

From PubChem BioAssay
